Compound activity as filed in PubChem.
HTT cytoprotect: protects HTT-Q103 PC12 cells, measured by ATP | PC12 HTT-Q103 induced, cytoprotection, ATP luminescence, 40 h | Potency, µM (titrated, usually from 56.4 µM), inactives show cytoprotection (ATP increase), most hits filed as activators | 230,000 compounds, 0.14% hits | AID 1471;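 also: potency is read from the fitted curve at half-maximal effect; % of control where 0% means no effect; nearly all actives have a fitted effect of over 45% in size; toxic huntingtin expression switched on by the ecdysone agonist tebufenozide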
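Cells were plated at 1500 per well in phenol red-free DMEM with 5% equine and 5% calf serum. Tebufenozide (100 nM final) and compounds were added, then ATPlite reagent, and luminescence was read.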
GAA inh: alpha-glucosidase (human) inhibition | P10253 | purified human GAA, 4-MU-alpha-glucoside fluorescence | Potency, µM (top dose mostly 76.9 µM), inactives show at the highest dose activity change, negative = inhibition, usual class: inhibitors | 200,000 compounds, 0.005% hits | AID 1466;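 also: potency is read from the fitted curve at half-maximal effect; plate controls were uninhibited enzyme wells for no effect and no-enzyme background for full effect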
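Compounds are titrated up to 77 uM against 4 nM human enzyme. Substrate 4-methylumbelliferyl-alpha-D-pyranoside (400 uM) reacts 20 min at room temperature in pH 5.0 buffer; liberated 4-methylumbelliferone is read at 440 nm.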
CBFb-RUNX1 inh: blocks binding between human CBF-beta and RUNX1 | 230,000 tested, under 10 active | AlphaScreen CBFb-His/RUNX1-biotin binding, biochemical | Potency, µM (top dose mostly 59.8 µM), without a hit: at the top dose activity, negative = inhibition, actives largely listed as inhibitors; also: % of control where 0% means no effect
Target sequence (Q01196 whole entry, looked up): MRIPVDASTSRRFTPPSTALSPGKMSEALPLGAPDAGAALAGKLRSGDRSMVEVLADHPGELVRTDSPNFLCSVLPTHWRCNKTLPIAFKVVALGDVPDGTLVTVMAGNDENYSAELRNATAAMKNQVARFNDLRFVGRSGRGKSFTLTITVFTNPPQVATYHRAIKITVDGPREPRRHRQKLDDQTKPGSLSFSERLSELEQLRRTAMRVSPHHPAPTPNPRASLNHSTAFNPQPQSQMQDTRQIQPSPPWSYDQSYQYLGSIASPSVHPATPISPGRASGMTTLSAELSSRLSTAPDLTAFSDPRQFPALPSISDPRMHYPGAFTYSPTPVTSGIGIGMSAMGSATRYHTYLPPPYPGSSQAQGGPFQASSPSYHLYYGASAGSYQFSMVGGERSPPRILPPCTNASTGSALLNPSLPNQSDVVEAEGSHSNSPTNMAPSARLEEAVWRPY
Target sequence (Q13951 whole entry, looked up): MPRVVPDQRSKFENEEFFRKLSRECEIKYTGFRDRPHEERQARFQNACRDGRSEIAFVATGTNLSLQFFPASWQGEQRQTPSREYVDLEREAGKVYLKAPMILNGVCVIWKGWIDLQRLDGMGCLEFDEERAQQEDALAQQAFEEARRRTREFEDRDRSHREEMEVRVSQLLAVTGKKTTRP
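CBF-beta (His) and RUNX1 (biotin), 30 nM each; 20 min preassociation; + compound, 15 min; + beads 50 ng each (Ni, streptavidin), 90 min; RT; AlphaScreen read.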
LMNA splice mod: changes lamin A minigene splicing in HeLa cells. HeLa LMNA splicing GFP/RFP minigene ratio, 48 h. Potency, µM (titrated, usually from 46.1 µM), without a hit: at the top dose ratio change, negative = inhibition, hits mostly inhibitors. 200,000 compounds, 0.01% hits. AID 1487; active = well fitted inhibition curve with a large enough effect in the signal ratio, with a control signal flat, not every such curve was filed as active; inconclusive = small, poorly fitted or top-dose-only effect, or effect the other way, or a change in a side signal; the % refers to the signal ratio; also: potency is read from the fitted curve at half-maximal effect; % is scaled to controls: 0 for no effect and ±100 for the full control effect
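Read-out is the ratio of GFP to DsRed2 object intensity, acquired by 488 nm laser-scanning cytometry on HeLa lamin A-EGFP minigene reporter cells. Compound incubation 48 hrs at 37 °C in Opti-MEM with 2% FBS; DMSO 0.5% final.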
aGlu spleen mod: inhibits or activates alpha-glucosidase in human spleen homogenate; human spleen homogenate, 4-MU-alpha-glucoside fluorescence; Potency, µM (highest dose often 79.9 µM), for the others: at the highest dose activity change, negative = inhibition, hits mostly inhibitors; AID 2112; 240,000 compounds, 0.006% hits; P10253;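 also: potency is read from the fitted curve at half-maximal effect; 0% = enzyme with vehicle and -100% = no enzyme basal signal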
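Human spleen homogenate (1 ug) with 4-methylumbelliferyl-alpha-D-glucopyranoside (1 mM final) in 50 mM citrate/phosphate pH 5.0, 0.01% Tween-20; 40 min at 37 C. Stopped at pH 10; 4-MU fluorescence Ex 365/Em 440 nm; AC50 by Hill fit.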
HTT aggregate: mutant huntingtin aggregation inhibition | PC12 HttQ103-GFP aggregates, Acumen cytometry, 40 h | 220,000 compounds, 1.1% hits | Potency, µM (titrated, usually from 46.1 µM), for the others: at the highest dose activity change, negative = inhibition, most hits filed as inhibitors; also: potency is read from the fitted curve at half-maximal effect; % is scaled to controls: 0 for no effect and ±100 for the full control effect; nearly all actives have a fitted effect of over 60% in size
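Compounds (qHTS titration) were added to PC12 cells expressing an ecdysone-driven HTT exon 1 Q103–GFP fusion after induction with 100 nM tebufenozide. Aggregate formation was measured as GFP objects in cell lysates.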
GAA glycogen mod: alters human alpha-glucosidase cleavage of glycogen | P10253 | recombinant GAA, glycogen substrate, Amplex Red glucose oxidase fluorescence | Potency, µM (titrated, usually from 76.4 µM), for inactives: at the top dose activity change, negative = inhibition, hits mostly inhibitors | 300,000 compounds, 0.38% hits;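 also: potency is read from the fitted curve at half-maximal effect; 0% = full enzyme reaction and -100% = no-enzyme basal signal; the screen sought inhibitors and activators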
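Natural-substrate format: glycogen cleavage by 4 nM human enzyme, glucose read by Amplex Red coupling (Ex 573, Em 610 nm). Normalized to enzyme and no-enzyme controls.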
* hit, by the source's call; ? = inconclusive; . = not tested or not shown; & = joins results of further samples; [ ] = remark or other dose. Unless noted, calls follow the shape of the dose curve; as a rule, active = well fitted curve in the direction sought with a large enough effect; inconclusive = small, poorly fitted or top-dose-only effect, or another doubt; inactive = no such curve, though single readings can be large; an effect the other way counts as inactive or inconclusive.

SMILES | HTT cytoprotect | GAA inh | CBFb-RUNX1 inh | LMNA splice mod | aGlu spleen mod | HTT aggregate | GAA glycogen mod
COc1cc(-c2nnc(SC(C)C(=O)Nc3c(C)n(C)n(-c4ccccc4)c3=O)o2)cc(OC)c1OC (stereo not drawn) | -2% | -4% | 6% | -3% | -2% | 0% | 9%
O=C(Nc1ccccc1)c1cc(-c2ccccc2Cl)no1 | -27% | 6% | 1% | 0% | -8% | 6% | -1%
CCCCN=C1NN=C(c2cc3ccccc3o2)CS1 | . | -9% | ? | ? | 2% | 11% | 4%
COc1ccc(C(c2c(NC(C)=O)sc3c2CCCC3)N2CCN(CCO)CC2)cc1OC (stereo not drawn) | -21%[10 µM] | 5% | 12% | . | 2% | -2% | -1%
CCOC(=O)Cc1sc(N)nc1C | 4%[10 µM] | 3% | -1% | -11% | -1% | -4% | 7%
Cc1ccc(NCC(=O)N/N=C/c2cccn2C)cc1 | 5%[10 µM] | . | -8% | . | -1% | 9%[9.22 µM] | ?
COc1ccc(C2c3[nH]c4ccccc4c3CCN2C(=O)c2cn3ccccc3n2)c(F)c1 (stereo not drawn) | -58%[inhibitor] | -4% | -1% | . | -9% | 9% | -6%
CN(C)C(=O)c1cc(C(=O)c2ccc(C(F)(F)F)cc2F)c[nH]1 | -15%[10 µM] | 7% | 14% | 1%[46 µM] | -10% | -19% | 8%
CC(C)CCNC(=O)CN(C(=O)CCC(=O)Nc1ccccn1)c1ccc2c(c1)OCCO2 | -4%[10 µM] | 1% | 2% | 3% | -5% | -11% | 3%
CCON1C(=O)C(C)(C)N(OCC)C(=O)C1(C)C | 3%[10 µM] | . | 7% | . | -13% | 16%[9.22 µM] | -1%
Cc1cc2cc3c(cc2nc1SCC(=O)O)CCC3 | -10%[10 µM] | -1% | 5% | . | 0% | -11%[9.22 µM] | 6%
O=C(COc1cccc(OC(F)F)c1)Nc1ccc(SC(F)F)cc1 | 3% | -10% | 12% | -3% | 1% | 4% | -12%
Cc1cccc(C)c1NC(=S)NC(C)CCc1ccccc1 (stereo not drawn) | 8%[10 µM] | 0% | -6% | -7% | -11% | -23% | -13%
Cc1cccc(C(=O)Nc2ccc3c(c2)C(=O)N(CC(C)C)C3=O)c1 | -16% | -5% | 0% | . | 2% | 24% | -2%
O=C(CN1CCN(c2ccccn2)CC1)N(c1ccccc1)c1ccc2ccccc2c1 | -31% | -10% | -15% | ? | -4% | ? | 0%
CCN(c1ccccc1)S(=O)(=O)c1ccc(Cl)c(NC(=O)COC(=O)c2cccc(OC)c2O)c1 | 7%[10 µM] | -3% | -1% | -4% | 3% | 5% | -1%
Cc1ccc(N2CCN(C3=NC(=O)/C(=C\c4cn[nH]c4-c4ccccc4)S3)CC2)cc1 | 10%[10 µM] | -3% | -1% | -1% | -2% | 3% | 16%
Cc1ccc(NC(=O)C/C(N)=N/O)cc1Cl | 6%[10 µM] | . | 2% | . | -6% | -6%[9.22 µM] | 3%
Cn1c(NC(=O)c2ccccc2)cc(=O)n(C)c1=O | -20% | -11%[15.4 µM] | 1% | -5% | -4% | 16% | 9%
CCC[C@@H]1C[C@@]1(CCC)C(NC(=O)OCc1ccccc1)c1ccc(-c2ccccc2)cc1 (stereo partly drawn) | -47%[inhibitor] | . | -26% | . | 5% | . | .
COc1ccc(S(=O)(=O)N(CC(=O)O)c2ccc(C)cc2)cc1 | -24% | -3% | 2% | -5% | 3% | 3% | 10%
COCCNC(=O)C1CC(=O)N(C2CCCC2)C1 (stereo not drawn) | -2% | -2% | 4% | -2% | 1% | -6% | 3%
Cc1ccc(CC(CC(=O)O)C(=O)NCC23CC4CC(CC(C4)C2)C3)cc1 (stereo not drawn) | 3% | 1% | 1% | 6%[46 µM] | 2% | -6% | 5%
CC(C)NC(=O)CN1C(=O)c2ccccc2S1(=O)=O | 1%[10 µM] | -6% | 10% | -8%[46 µM] | 2% | 13%[9.22 µM] | 16%
CCCC(=O)c1cc(F)c(N2CCOCC2)cc1C | -9%[10 µM] | -6% | 9% | 9% | 1% | 2% | 4%
O=C(NCCc1csc(-c2ccccc2)n1)c1ccco1 | 25%[10 µM] | . | 5% | . | -1% | 14%[9.22 µM] | 0%
Cc1cc(C)nc(SCc2nnc(SCC#N)n2-c2cccc(Cl)c2)n1 | -9% | -6% | 3% | ? | -6% | -3% | 0%
COCCN1C(=O)N[C@@H](c2cccc(F)c2)C(C(=O)OC)=C1C | -3%&21%[10 µM] | . | 10%[13.1 µM] | 9%[9.22 µM] | -20%[17.4 µM] | 3%[9.22 µM] | 4%
CC1(C)CC(=O)C(Sc2ccccc2)=C(O)C1 | 14%[10 µM] | 0% | 6% | . | 0% | -5%[9.22 µM] | -2%
Cc1cccc(-c2nc(CS(=O)CC(=O)N3CCCCC3)c(C)o2)c1 (stereo not drawn) | -4% | 0% | 3% | -12% | 4% | 14% | 18%
O=C(Nc1nc(-c2cccnc2)cs1)c1ccccc1[N+](=O)[O-] | -2% | -4% | 3% | ? | -9% | 3% | -8%
Cc1[nH]nc2c1C1(CCC(c3ccccc3)CC1)C(C#N)=C(N)O2 (stereo not drawn) | 1%[0.074 µM] | -3% | 13% | -7% | 2% | -3% | -22%
CCN(c1ccccc1)S(=O)(=O)c1ccc(OCc2c(C)noc2C)cc1 | -9% | -6% | ? | -4% | -8% | -31% | -2%
C=CCNC(=O)C1CC2Cn3c(nc4cc(C)c(C)cc43)C2N1C (stereo not drawn) | 10%[10 µM] | . | 12% | . | 3% | 41%[9.22 µM] | 8%
O=C(c1ccccc1C(=O)N1CCN(c2ccc(F)cc2)CC1)N1CCN(c2ccc(F)cc2)CC1 | -18% | -2% | 0% | -12% | -9% | -1% | -3%
Cc1ccccc1Oc1cc(NC(=O)Cn2cnc([N+](=O)[O-])c2)cc([N+](=O)[O-])c1 | . | ? | -3% | . | 2% | ? | 18%
CCOC(=O)c1c(CSc2ccccc2)n(C)c2cc(Br)c(OCC(O)CNC(CO)(CO)CO)cc12 (stereo not drawn) | . | -6% | 27% | -7% | -15% | -2% | 2%
CC(C)(C)n1nnnc1C(c1cccnc1)N1CCN(C(=O)c2ccco2)CC1 (stereo not drawn) | 15%[10 µM] | 8% | 5% | -10% | -1% | 18% | 11%
COc1ccc(OC)c(C(=O)CSc2nc3cccnc3n2C)c1 | -5%[10 µM] | 6% | 17% | -3% | -16% | 2% | 1%
CCOc1ccccc1C1C(C(=O)OC)=C(N)OC2=C1C(=O)CCC2 (stereo not drawn) | -10% | -16% | 7% | 3% | 6% | -2% | -16%
COc1ccc(CN(C2CCCC2)S(=O)(=O)c2ccc(-n3cnnn3)cc2)cc1OC | 2%[10 µM] | -8% | 9% | ? | 6% | -14% | -5%
C/C(=C\C(=O)c1ncc(C(F)(F)F)cc1Cl)N(C)C | -36%[inhibitor] | 6% | 0% | . | 5% | -10% | -20%
c1cncc(-c2nc(NCCCN3CCOCC3)c3c4c(sc3n2)CCC4)c1 | -44% | ? | 3% | . | 8% | -11% | -8%
COC(=O)N/N=C/c1cn(CCCOc2ccccc2)c2ccccc12 | -18%[0.074 µM] | 3% | 15% | ? | -5% | 14% | 1%
COc1ccc(-c2csc(NC(=O)C3COc4ccccc4O3)n2)cc1OC (stereo not drawn) | 9%[10 µM] | . | -15% | . | 1% | -6%[9.22 µM] | -8%
CCCc1cc(=O)n2[nH]c(Cc3ccccc3)nc2n1 | 17%[0.074 µM] | -5% | 2% | -7% | 7% | -10% | 2%
CCOC(=O)c1ccc(NC(=S)N(CCCN2CCN(CC)CC2)Cc2cccs2)cc1 | -56%[inhibitor] | -14% | -6% | -14%[46 µM] | -1% | 7% | 6%
Cc1c(NC(=O)C(C)OC(=O)c2sc3ccccc3c2Cl)c(=O)n(-c2ccccc2)n1C (stereo not drawn) | -64%[inhibitor][10 µM] | 6% | 4% | 0% | -6% | ? | -5%
Cc1noc(C)c1S(=O)(=O)N1CCC(C(=O)NC2CCCc3ccccc32)CC1 (stereo not drawn) | -7% | -8% | 2% | -3% | -2% | 7% | 0%
O=C(OCC1CC(c2ccccc2)=NO1)c1ccco1 (stereo not drawn) | -7%[10 µM] | . | -2% | . | -7% | -6%[9.22 µM] | 5%
CN(C)c1ncc2nc(-c3ccc(Cl)cc3)c(=O)n(Cc3cccs3)c2n1 | -3% | . | . | ? | -7% | . | .

Sorted by number of heavy atoms (descending): some entries from above.
SMILES | HTT cytoprotect | GAA inh | CBFb-RUNX1 inh | LMNA splice mod | aGlu spleen mod | HTT aggregate | GAA glycogen mod
CCOC(=O)c1c(CSc2ccccc2)n(C)c2cc(Br)c(OCC(O)CNC(CO)(CO)CO)cc12 (stereo not drawn) | . | -6% | 27% | -7% | -15% | -2% | 2%
COc1ccc(C(c2c(NC(C)=O)sc3c2CCCC3)N2CCN(CCO)CC2)cc1OC (stereo not drawn) | -21%[10 µM] | 5% | 12% | . | 2% | -2% | -1%
O=C(CN1CCN(c2ccccn2)CC1)N(c1ccccc1)c1ccc2ccccc2c1 | -31% | -10% | -15% | ? | -4% | ? | 0%
Cc1noc(C)c1S(=O)(=O)N1CCC(C(=O)NC2CCCc3ccccc32)CC1 (stereo not drawn) | -7% | -8% | 2% | -3% | -2% | 7% | 0%
c1cncc(-c2nc(NCCCN3CCOCC3)c3c4c(sc3n2)CCC4)c1 | -44% | ? | 3% | . | 8% | -11% | -8%
CN(C)C(=O)c1cc(C(=O)c2ccc(C(F)(F)F)cc2F)c[nH]1 | -15%[10 µM] | 7% | 14% | 1%[46 µM] | -10% | -19% | 8%
CCCCN=C1NN=C(c2cc3ccccc3o2)CS1 | . | -9% | ? | ? | 2% | 11% | 4%
CCCC(=O)c1cc(F)c(N2CCOCC2)cc1C | -9%[10 µM] | -6% | 9% | 9% | 1% | 2% | 4%
COCCNC(=O)C1CC(=O)N(C2CCCC2)C1 (stereo not drawn) | -2% | -2% | 4% | -2% | 1% | -6% | 3%
